Source: PubChem BioAssay
SENP6 inh: blocks the human protease SENP6; Recombinant SENP6 catalytic domain, aminoluciferin luminescence; inhibition, % at 10 µM; 330,000 compounds, 1.8% hits; AID 2599;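 active means inhibition above about 50% at the single tested dose, limit read from the data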;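 further: plate controls were DMSO wells with enzyme for no effect and DMSO wells lacking enzyme for full effect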
HKDC1 inh: HKDC1 (human) hexokinase inhibition; inhibition, % at 20 µM; AID 493160; 340,000 compounds, 0.16% hits; recombinant HKDC1, G6PDH/diaphorase resazurin coupled fluorescence;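 active means inhibition above about 35% when tested at 20 µM, limit read from the data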;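 further: plate controls were DMSO wells with enzyme for no effect and DMSO wells lacking enzyme for full effect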
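Test system: Recombinant HKDC1 (HK5) hexokinase enzyme, produced in-house | Input: HKDC1 at 5 µg/mL | Buffer or medium: Tris pH 8.0 buffer with MgCl2, Tween-20, BSA, BME | Schedule: 90 min reaction incubation at room temperature, dark | Technique: Resazurin-to-resorufin fluorescence via G6PDH and diaphorase coupling, 525/613 nm | Controls: DMSO wells with and without enzyme mix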
Apaf-1 inh: human Apaf-1 inhibition. O14727. AID 489030. 330,000 compounds, 0.71% hits. inhibition, % at 20 µM. reconstituted apoptosome caspase-3 activity, DEVD-Rh110 fluorescence; active means inhibition of at least 40% at 20 µM;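 further: plate controls were DMSO wells for no effect and DEVD-CHO caspase inhibitor wells for full effect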
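System: reconstituted apoptosome with Apaf-1, cytochrome c, caspase-9, procaspase-3, dATP; Signal: Rh110 fluorescence intensity; Schedule: 30 min compound preincubation, 50 min activation, room temperature; Reagent: cytochrome c trigger plus (Z-DEVD)2-Rh110 caspase-3 substrate.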
NALP3 yeast inh: blocks the NALP3 inflammasome reconstituted in yeast; Yeast reconstituted NLRP3/ASC/caspase-1, beta-gal luminescence, 24 h; inhibition, % at 10 µM; 330,000 compounds, 0.39% hits; AID 2825;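 active means inhibition of 50% or more; inactive means inhibition below 50%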;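 further: plate controls were induced DMSO wells for no effect and uninduced yeast grown without galactose for full effect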
SENP8 block-1: SENP8 (human) protease inhibition | Q96LD8 | 360,000 compounds, 0.64% hits | AID 602440 | inhibition, % at 20 µM | recombinant SENP8, Nedd8 substrate fluorescence; in the data active means inhibition mostly above about 40%, no sharp cut-off; inactive means mostly below about 27%
Target sequence (Q96LD8 whole entry, looked up): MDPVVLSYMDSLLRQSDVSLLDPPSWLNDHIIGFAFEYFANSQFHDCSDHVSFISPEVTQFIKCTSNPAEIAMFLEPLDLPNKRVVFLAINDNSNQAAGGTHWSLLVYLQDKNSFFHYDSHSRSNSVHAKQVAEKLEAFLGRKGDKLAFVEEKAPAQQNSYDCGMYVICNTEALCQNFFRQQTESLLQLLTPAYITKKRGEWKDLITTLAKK
SENP8 block-2: SENP8 protease inhibition | Q96LD8 | purified SENP8, Z-RLRGG-aminoluciferin cleavage, luminescence | inhibition, % at 10 µM | 330,000 compounds, 1.2% hits | AID 2540; in the data active means inhibition above about 50%
SENP1 FRET inh: SENP1 (human) catalytic domain inhibition; Q9P0U3; recombinant SENP1 catalytic domain, CyPet-SUMO1-YPet FRET cleavage; inhibition, % at 10 µM; 360,000 compounds, 0.21% hits;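 active means inhibition at least 30% at 10 µM, raw YFP signal under a set limit, fluorescence ratio 0.5 to 1.5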;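 further: 0% = enzyme with DMSO and 100% = no enzyme wells; some results filed as inactive read as strong as hits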
Target sequence (Q9P0U3 419-644 limits assumed): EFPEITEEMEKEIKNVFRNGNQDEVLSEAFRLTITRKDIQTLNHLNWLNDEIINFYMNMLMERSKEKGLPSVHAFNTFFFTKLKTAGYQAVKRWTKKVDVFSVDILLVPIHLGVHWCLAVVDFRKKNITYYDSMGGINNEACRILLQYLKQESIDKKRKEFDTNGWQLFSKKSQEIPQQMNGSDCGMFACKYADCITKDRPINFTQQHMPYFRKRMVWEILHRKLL
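material = recombinant human SENP1 catalytic domain, His6-tagged | quantity = 20 pM enzyme | reagent = 25 nM SUMO1 FRET substrate | compound dosing = 10 µM single point, 0.5% DMSO | timing = 50 min enzyme reaction, room temperature, light-protected | detection = FRET, CFP and YFP emission | control set = no-enzyme low, enzyme-DMSO high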
PfGluPho inh: PfG6PD (Plasmodium falciparum) enzyme inhibition; 350,000 compounds, 0.78% hits; PfGluPho enzyme, NADPH resazurin-diaphorase fluorescence; inhibition, % at 20 µM;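 active means inhibition reaching at least a set limit at 20 µM in the primary screen, cut at about 59% in these data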;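 further: 0% = DMSO wells with substrate and 100% = DMSO wells lacking glucose-6-phosphate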
SENP7 block: SENP7 protease inhibition | 330,000 compounds, 1.5% hits | recombinant SENP7, Z-RLRGG-aminoluciferin luminescence, 40 min | Q9BQF6 | inhibition, % at 5 µM;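 active means inhibition above about 50% at the single test dose, limit read from the data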;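 further: plate controls were DMSO with enzyme for no effect and no enzyme buffer wells for full effect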
Target sequence (Q9BQF6 706-1050 limits assumed): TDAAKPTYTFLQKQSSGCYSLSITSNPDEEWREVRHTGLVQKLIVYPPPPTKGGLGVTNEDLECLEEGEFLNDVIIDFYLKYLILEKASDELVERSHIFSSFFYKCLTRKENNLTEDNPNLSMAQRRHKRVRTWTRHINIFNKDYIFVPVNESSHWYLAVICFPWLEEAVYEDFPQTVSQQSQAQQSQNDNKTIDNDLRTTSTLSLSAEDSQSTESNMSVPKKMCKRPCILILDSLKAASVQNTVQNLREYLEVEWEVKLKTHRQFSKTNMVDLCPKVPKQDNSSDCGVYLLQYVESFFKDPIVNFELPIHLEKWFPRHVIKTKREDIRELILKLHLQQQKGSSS
Numbers without * were called inactive; nt = not tested or not shown. Not a hit list, and some 4.1% of all compounds hit somewhere here.

SMILES | SENP6 inh | HKDC1 inh | Apaf-1 inh | NALP3 yeast inh | SENP8 block-1 | SENP8 block-2 | SENP1 FRET inh | PfGluPho inh | SENP7 block
CCC1(CC)C(=O)C2=C3C1[C@H](C(=O)OC)CC(C(=O)OC)C[C@H]3n1c(=O)n(-c3ccccc3)c(=O)n1[C@H]2C (stereo partly specified) | -6.3 | -8.5 | 23.2 | 0.0 | nt | -9.7 | nt | 0.5 | -9.6
CN(C)c1ccc(NC2=C([N+](=O)[O-])CS(=O)(=O)C2)cc1 | -12.2 | 10.7 | -17.3 | 12.7 | 8.8 | -7.9 | 7.2 | 12.6 | -4.5
O=C(NC1CCCC1)C(c1cccnc1)N(Cc1ccc(F)cc1)C(=O)c1csnn1 (stereo unspecified) | 14.6 | -3.8 | -19.3 | 14.0 | 3.3 | -0.5 | 0.9 | 11.8 | 5.1
CC(C)(C)[C@@H]1C=C(C(=O)O)O[C@H](OCc2ccc(CO)cc2)C1 | -20.9 | -8.7 | -1.9 | 4.1 | 6.7 | -14.3 | 1.6 | -2.7 | 22.7
CC1=C(C(=O)Nc2cccnc2)C(c2ccc(C(C)C)cc2)n2ncnc2N1 (stereo unspecified) | -9.3 | -0.6 | 5.6 | 4.6 | 6.8 | -7.5 | 1.1 | 2.1 | -4.6
Cc1cc(NC(=O)CC(C)C)c(=O)n(Cc2cccc(F)c2)c1 | 7.5 | 3.4 | 11.2 | 22.3 | -253.7 | 0.7 | -10.5 | 10.3 | 5.4
O=S(=O)(c1ccccc1)N1CCc2ccccc21 | -6.3 | -5.8 | 1.6 | -24.6 | 0.9 | -7.4 | -4.3 | 25.7 | -9.7
Cc1cccc(C(C)n2nnc3ccccc32)c1O (stereo unspecified) | -3.6 | -1.4 | 8.4 | 18.9 | 18.5 | -5.4 | 2.4 | 2.1 | 9.7
CC#CCN1c2ccccc2[C@]23C[C@@H](C(=O)OC)N(C(=O)OCC)C2=NC(C(=O)OC)=C(C(=O)OC)[C@H]13 | -20.9 | 2.9 | 3.3 | 6.8 | -1.9 | -5.8 | 2.9 | -14.7 | -9.6
O=C(Nc1ccccc1)c1ccc[nH]1 | -10.5 | -7.5 | 2.4 | 19.1 | 10.0 | -19.1 | 2.5 | 5.7 | -8.9
COC(=O)Cc1cc(=O)[nH]c(/N=C(\N)Nc2ccc(C)cc2C)n1 | 3.3 | -1.0 | -6.4 | -2.1 | 19.1 | 3.4 | 2.2 | -6.9 | 0.8
CCOC(=O)Cc1c(Cl)c2ccccc2[nH]c1=O | -7.3 | -7.1 | 0.2 | -0.1 | -8.5 | -3.0 | 2.4 | -1.5 | -1.8
Cc1cc(=O)[nH]c(N/N=C/c2ccc3c(c2)OCCO3)n1 | -9.3 | 0.6 | 9.1 | 5.5 | -96.0 | -1.2 | 0.7 | 8.7 | 6.1
CCCCN1C(=O)CCC(C(=O)O)C1c1ccc(OC)cc1 (stereo unspecified) | -10.3 | 7.8 | 0.1 | 4.5 | 7.0 | -2.4 | 2.1 | -23.7 | 4.0
CCc1ccc(N2CC(C(=O)NCC(C)(C)N3CCOCC3)CC2=O)cc1 (stereo unspecified) | -6.9 | -2.3 | -10.4 | 2.4 | -1.0 | 9.1 | -3.7 | -0.9 | -0.3
COc1cc(SC)ccc1C(=O)Nc1ccc(OCC(=O)N2CCOCC2)cc1 | -21.5 | -6.9 | -2.0 | 6.3 | 2.6 | -3.4 | 1.9 | -4.4 | -4.6
CCCNC(=O)CCCN1C(=O)c2ccccc2Sc2ncccc21 | -1.0 | -0.5 | 7.3 | -8.8 | 5.9 | -15.3 | -1.0 | -13.6 | -6.1
O=C(NCCN1C(=O)S/C(=C\c2cccs2)C1=O)c1ccc(=O)[nH]c1 | 0.3 | nt | 0.4 | -3.7 | nt | 8.7 | nt | nt | 1.8
CC[n+]1c(/C=C/c2ccc(N(C)C)cc2)ccc2ccccc21 | nt | 1.2 | nt | nt | 47.0* | nt | 12.9 | 14.6 | nt
C[C@H](CO)N1C[C@H](C)[C@@H](CN(C)Cc2ccc(C(=O)O)cc2)Oc2c(NS(=O)(=O)c3cn(C)cn3)cccc2C1=O | -9.3 | -3.1 | 2.5 | 23.7 | 6.8 | -12.3 | 2.3 | 12.1 | -6.7
Cn1c(COc2ccc(Cl)cc2)nnc1SCC(=O)NC1CCCC1 | -35.8 | -7.1 | 1.7 | 3.2 | 12.0 | -1.5 | -0.3 | 3.7 | -7.1
O=S(=O)(CCSc1nc2ccccc2o1)Cc1ccccc1 | -7.4 | -7.4 | -20.4 | 8.7 | 9.3 | -5.3 | -0.6 | 12.0 | -1.0
Cc1ccc(C(=O)c2cn(-c3ccc(F)c(Cl)c3)nn2)cc1 | 8.0 | -3.9 | -18.9 | 0.3 | 5.0 | 6.6 | 1.3 | -24.6 | 17.9
CCOc1ccc(NC(=O)C2CC(=O)N(CCc3ccc(OC)c(OC)c3)C2)cc1OCC (stereo unspecified) | -1.7 | 4.5 | 13.1 | 7.7 | 15.9 | -17.1 | -0.5 | 2.5 | -2.8
CC1CN(c2snnc2C=C2C(=O)OC(C)(C)OC2=O)CC(C)O1 (stereo unspecified) | 15.2 | -4.6 | 8.3 | 6.9 | 18.7 | -6.4 | 1.5 | 11.7 | -9.5
Cc1ccccc1NC(=O)C(C)c1cccc(C(=O)c2ccccc2)c1 (stereo unspecified) | -7.0 | 3.4 | -9.5 | 14.1 | 3.9 | 0.7 | -0.9 | 9.5 | 0.3
Cc1ccc(NC(=O)c2cc(F)c(F)cc2Cl)nc1 | -13.6 | -1.8 | -11.7 | -7.2 | 3.9 | -8.3 | 2.5 | -1.7 | 4.2
Cc1cc(Br)ccc1NC(=O)C1C2CCC(O2)C1C(=O)O (stereo unspecified) | -11.4 | -2.7 | -7.0 | 21.8 | 5.0 | 2.7 | -1.1 | -2.7 | -1.2
CC(Sc1nnc(-c2ccccc2)c(-c2ccccc2)n1)C(=O)Nc1ncc(Cl)cc1Cl (stereo unspecified) | -7.8 | 13.6 | 28.4 | 14.8 | -116.0 | -5.0 | -4.9 | 19.5 | 2.3
O=C(c1ccc(NS(=O)(=O)c2ccccc2)cc1)N1CCCCCC1 | -6.9 | -8.2 | 3.6 | 13.4 | 9.1 | -3.3 | 0.8 | -6.2 | 8.6
C=CCNCCCCOc1ccc(OCC)cc1 | -6.5 | -0.7 | -1.4 | -1.5 | 10.2 | -2.5 | 1.9 | 2.1 | 1.0
Cc1ccc(CN2CCNC(=O)C2CC(=O)N(C)Cc2cnccn2)cc1 (stereo unspecified) | -1.5 | -0.9 | -6.3 | 8.4 | -40.1 | -5.9 | -8.1 | -4.9 | 8.1
Nc1nc(SCc2ccc(Br)cc2)n[nH]1 | -28.3 | 0.6 | 9.1 | 0.5 | 9.8 | -16.7 | 1.6 | 0.8 | -9.2
COc1ccccc1/C=C/C=N/N1CCN(Cc2ccc(Cl)cc2)CC1 | 8.9 | -6.9 | -6.6 | 4.4 | 6.3 | -4.5 | -0.8 | 10.4 | -4.1
CN(C(=O)COc1ccc(Cl)cc1)C1(C)CCS(=O)(=O)C1 (stereo unspecified) | 2.7 | -0.9 | 3.9 | 7.1 | 3.6 | -9.3 | 0.0 | 1.5 | -7.6
COc1cc(OC)cc(C(=O)Nc2ccccc2-c2nnn(CC(N)=O)n2)c1 | 7.7 | -6.0 | -3.0 | 11.3 | -0.8 | 16.0 | 0.8 | 4.1 | 1.0
Nc1nonc1-n1nnc(C(=O)N/N=C/C2CCCCC2)c1-c1ccccc1 | 2.8 | -2.8 | -1.2 | -3.6 | -0.3 | 15.9 | 1.8 | -2.1 | -7.4
CCOC(=O)N1CCN(C(=O)c2ccccc2Oc2ccccc2)CC1 | 0.1 | -8.8 | -2.0 | 13.3 | 16.4 | 0.6 | -0.7 | -18.6 | 2.3
O=C(C[C@H]1C/C=C\C[C@H](Cc2ccc(F)cc2)C(=O)O[C@@H](c2ccccc2)CNC1=O)NCCO | -2.5 | -3.9 | -4.1 | 3.7 | 11.1 | 1.7 | -0.8 | 7.1 | 5.3
CN(C(=O)COC(=O)c1ccc(=O)n(Cc2ccccc2)n1)c1ccccc1 | -5.1 | 12.6 | 6.2 | 8.9 | 11.5 | -6.5 | 1.7 | -24.9 | 3.8
COc1ccc(NC(=O)Nc2ccc3c(c2)C(=O)N([C@H](C)CO)C[C@H](C)[C@@H](CN(C)C(=O)NC2CCCCC2)O3)cc1 | -11.4 | 5.6 | 3.8 | 15.5 | 5.2 | -13.2 | 1.6 | -8.0 | -13.9
CC(C)CC1(C)NC(=O)N(CC(=O)Nc2ccc3c(c2)OCCO3)C1=O (stereo unspecified) | -1.5 | 1.4 | -8.1 | 4.1 | 23.5 | 2.6 | -1.0 | -1.0 | -8.5
Cc1ccccc1Cn1c(-c2cncs2)nc2ccccc21 | 1.8 | -2.3 | 21.9 | -48.6 | -1.1 | -2.3 | 0.8 | -4.4 | 2.2
Cc1nc2ccccc2n1CCc1ccccc1 | -3.7 | 16.9 | -3.2 | 19.5 | 5.7 | -1.3 | -1.7 | -6.3 | 8.3
C/C(Cc1ccccc1)=N\NC(=O)c1cc(C(C)(C)C)[nH]n1 | 6.6 | -10.0 | 2.3 | 13.5 | 7.2 | 6.7 | 2.1 | -6.0 | -0.3
O=C(NCC1CCCO1)c1cc(C(=O)C2CC2)c[nH]1 (stereo unspecified) | -6.2 | -4.7 | 2.4 | -8.3 | 38.9 | -9.1 | 0.5 | 1.4 | -9.9
CC(C)CNC(CC(=O)Nc1cccc([N+](=O)[O-])c1)C(=O)O (stereo unspecified) | 1.3 | 16.2 | -3.9 | 1.1 | 6.1 | -3.8 | 3.5 | 6.2 | -2.1
O=[N+]([O-])c1ccc2nc(-c3ccc(Cl)cc3)n(OCc3ccccc3)c2c1 | 74.5* | 7.8 | 13.9 | 34.9 | -1.5 | 16.3 | 0.9 | 121.6* | 59.8*
CC1c2[nH]c3ccccc3c2CCN1S(C)(=O)=O (stereo unspecified) | -4.6 | -1.6 | -2.8 | 5.5 | 11.5 | -1.7 | 0.5 | 6.8 | 6.5
CCNC(=S)Nc1ccc(Cl)cc1Cl | -1.5 | -8.7 | 10.7 | 6.5 | 6.6 | -3.7 | 2.6 | -23.8 | 4.0
COc1cc(C(=O)OCC(=O)NCC2CCCO2)cc(OC)c1OC (stereo unspecified) | -8.5 | -2.0 | -5.6 | 0.0 | 2.8 | -2.1 | -0.8 | -6.8 | 2.3
O=C(Nc1ccc(Br)cc1)Nc1ccccc1Cl | 80.7* | 0.4 | 16.4 | 2.0 | 18.9 | 67.5* | 2.5 | 7.0 | 93.5*
